PTHR1 ag: PTHR1 (human) receptor agonism. Q03431. HEK293 GP2 PTHR1 cells, GloSensor cAMP luminescence, 1 h. Potency, µM (top dose mostly 115 µM), for inactives: at the highest dose activation, hits mostly activators. 410,000 compounds, 0.075% hits; further: nearly all actives have a fitted effect of over 55% in size; some results filed as inactive show a strong effect at the top dose; inactives centre near -15; many of its hits are not listed in these tables
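HEK-293-derived GP2 cells expressing PTHR1 and a GloSensor cAMP reporter, 3,000/well, plated overnight, given luciferin plus IBMX (each 0.5 mM as added) for 1 h at 37 °C, then compound for 1 h at 37 °C. Luminescence was read after 15 min at room temperature.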
aSyn yeast inh: inhibitors of alpha-synuclein toxicity in yeast | Yeast expressing alpha-synuclein, growth rescue, BacTiter-Glo, 24 h | Potency, µM (titrated, usually from 46.1 µM), without a hit: at the top dose growth rescue (activation), hits mostly activators | 370,000 compounds, 0.14% hits | AID 652106; further: % of control where 0% means no effect; nearly all actives have a fitted effect of over 65% in size
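Screening used galactose-induced yeast with toxic alpha-synuclein levels, exposed to compound for 24 hr at 30 deg C. Cell growth, read with BacTiter-Glo luminescence, gave the measured signal.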
FUS suppressor: FUS proteinopathy suppression in yeast. Potency, µM (titrated, usually from 76.6 µM), without a hit: at the top dose growth rescue (activation), hits mostly activators. 390,000 compounds, 0.24% hits. S. cerevisiae FUS-expressing, growth rescue, OD600, 24 h;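 further: plate controls were DMSO vehicle for no effect and reference control for full effect; nearly all actives have a fitted effect of over 55% in size; some results filed as inactive show a strong effect at the top dose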
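Read-out: OD at 600 nm after 24hr at 30C, reporting rescue of FUS-induced yeast toxicity. Cells at OD 0.005 in galactose (2%) minimal medium; compounds tested in a dilution series; CP55940 titration from 92uM final as control.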
EPAC1 agonist: EPAC1 (human) agonism; O95398; EPAC1 agonist qHTS, biochemical assay; response scale: 100% = response to 6.5 mM cAMP; Potency, µM (titrated, usually from 154 µM), for inactives: at the highest dose activation, hits mostly activators; 360,000 compounds, 0.073% hits; AID 720707; further: nearly all actives have a fitted effect of over 60% in size
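Nucleotide exchange assay: 100 nM EPAC1 with 250 nM Rap1B loaded with BODIPY-GDP and 50 uM GDP, room temperature. Fluorescence (480/540 nm) read every 5 min for 30 min; signal change normalized to 6.5 mM cAMP as full agonist.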
EPAC1 antagonist: blocks human EPAC1 exchange factor; O95398; EPAC1 GEF assay, Rap1b-BODIPY-GDP exchange fluorescence; Potency, µM (titrated, usually from 115 µM), for inactives: at the highest dose activity change, negative = inhibition, most hits filed as inhibitors; 360,000 compounds, 0.14% hits; AID 720709;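 further: plate controls were vehicle for no effect and positive control for full effect; nearly all actives have a fitted effect of over 50% in size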
EPAC2 antagonist: EPAC2 (human) antagonism. 360,000 compounds, 0.18% hits. EPAC2 GEF exchange of Rap1B-BODIPY-GDP, fluorescence. Potency, µM (highest dose often 114 µM), for inactives: at the highest dose activity, negative = inhibition, actives largely listed as inhibitors; further: on the % scale 0 is the no-effect control and ±100 the full control effect; nearly all actives have a fitted effect of over 45% in size; many of its hits are not listed in these tables
Target sequence (Q8WZA2 whole entry, looked up): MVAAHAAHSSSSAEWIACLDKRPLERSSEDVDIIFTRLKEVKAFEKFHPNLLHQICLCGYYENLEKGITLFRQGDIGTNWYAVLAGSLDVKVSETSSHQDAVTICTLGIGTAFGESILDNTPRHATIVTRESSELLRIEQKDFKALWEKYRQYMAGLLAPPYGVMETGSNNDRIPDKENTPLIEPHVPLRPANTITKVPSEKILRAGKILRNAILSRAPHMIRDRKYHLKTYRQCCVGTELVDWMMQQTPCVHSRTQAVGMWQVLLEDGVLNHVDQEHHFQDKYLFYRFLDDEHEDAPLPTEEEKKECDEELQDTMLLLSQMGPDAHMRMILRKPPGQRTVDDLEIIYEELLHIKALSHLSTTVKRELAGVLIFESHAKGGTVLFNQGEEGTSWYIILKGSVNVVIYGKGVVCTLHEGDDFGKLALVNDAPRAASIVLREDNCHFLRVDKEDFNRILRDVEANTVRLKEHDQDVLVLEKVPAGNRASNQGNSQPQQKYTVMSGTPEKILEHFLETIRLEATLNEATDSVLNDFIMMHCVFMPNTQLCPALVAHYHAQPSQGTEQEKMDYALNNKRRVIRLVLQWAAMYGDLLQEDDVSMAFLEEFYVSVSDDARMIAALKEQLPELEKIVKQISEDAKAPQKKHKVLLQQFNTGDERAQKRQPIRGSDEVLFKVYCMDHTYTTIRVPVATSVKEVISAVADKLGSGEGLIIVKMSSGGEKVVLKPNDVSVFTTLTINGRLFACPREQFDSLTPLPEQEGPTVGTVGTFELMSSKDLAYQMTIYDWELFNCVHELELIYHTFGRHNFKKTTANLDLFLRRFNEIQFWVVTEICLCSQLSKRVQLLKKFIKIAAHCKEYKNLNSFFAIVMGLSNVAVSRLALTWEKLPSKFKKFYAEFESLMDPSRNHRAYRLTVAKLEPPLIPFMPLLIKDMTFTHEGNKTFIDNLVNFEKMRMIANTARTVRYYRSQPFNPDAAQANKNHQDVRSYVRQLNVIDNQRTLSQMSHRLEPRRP
EPAC2 agonist: activates human EPAC2 exchange factor. AID 720711. Q8WZA2. 360,000 compounds, 0.079% hits. Potency, µM (series often up to 154 µM), inactives show top-dose activation, hits mostly activators. EPAC2 activation, biochemical qHTS; response scale: 100% = 6.5 mM cAMP response; further: nearly all actives have a fitted effect of over 50% in size
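Readout is BODIPY fluorescence (480 nm excitation, 540 nm emission), which falls as labeled GDP is exchanged off Rap1B. EPAC2 at 100 nM acted on 250 nM RAP1B-BODIPY-GDP with 50 uM GDP present.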
TDP-43 yeast inh: rescues yeast growth from TDP-43 toxicity | TDP-43 expressing yeast growth rescue, BacTiter-Glo, 24 h | Potency, µM (doses to about 46.1 µM), without a hit: at the top dose growth rescue (activation), actives largely listed as activators | AID 652104 | 410,000 compounds, 1.8% hits; further: % of control where 0% means no effect; nearly all actives have a fitted effect of over 50% in size
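Cell-based yeast growth screen: TDP-43 expression induced in galactose, inoculum OD600=0.02 after raffinose pregrowth to mid-log. Read-out BacTiter-Glo luminescence at 24 hr, 30 deg C; inhibition of toxicity seen as signal increase.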
The depositor's hits bear a star; i = inactive; ? = inconclusive; / = no result given; [ ] = remark or other dose. The call rests on the fitted dose curve; in most records, active means well fitted curve in the direction sought with a large enough effect; inconclusive means small, poorly fitted or top-dose-only effect, or another doubt; inactive means no such curve, though single readings can be large; an effect the other way counts as inactive or inconclusive. Potency means the concentration at half of the fitted maximal effect. Only part of the results is shown; rates above refer to the full screens.

SMILES | aSyn yeast inh | EPAC1 agonist | PTHR1 ag | EPAC2 antagonist | TDP-43 yeast inh | FUS suppressor | EPAC1 antagonist | EPAC2 agonist
OC[C@@H]1CN(Cc2ccc(-c3ccccc3)cc2)C[C@H](n2cnc3c(N4CCOCC4)ncnc32)O1 | 4% | 9% | -4% | 7% | 0% | ? | -11% | 13%
COc1cccc(C2NC(=S)NC3=C2CCc2ccccc23)c1 (centres undefined) | -5% | 3% | -2% | 0% | 14% | / | -2% | 6%
c1ccc(-n2nnnc2OCCOc2nnnn2-c2ccccc2)cc1 | 1% | 1% | -26%[57.5 µM] | 0% | -18% | -10% | 12% | -5%
Cn1c(=O)c2c(-c3ccccc3)n(-c3ccccc3S)cc2n(C)c1=O | 0% | -1% | i | -16% | 8% | 8% | 0% | -4%
CCOC(=O)c1c(C)oc2c1c1c(c3ccccc32)OCN(Cc2cccnc2)C1 | 3% | 17% | -11% | -5% | -11% | / | -4% | 1%
O=C(COc1ccc2c(-c3ccccc3)cc(=O)oc2c1)Nc1cccnc1 | -1% | 8% | -30% | 2% | 11% | -11% | -3% | -1%
CC(=O)Nc1c(C(=O)N2CCOCC2)sc2nc3c(cc12)COC(C)(C)C3 | -3% | -15% | i | 9% | -19% | 14% | 17% | 4%
CCC(Sc1nc2ccccc2s1)C(=O)Nc1cc(C)on1 (centres undefined) | 11% | 2% | -17%[57.5 µM] | -3% | 20% | 10% | ? | 15%
CC(C)C(=O)N1C2CCC1CC(O)(c1ccc(F)cc1)C2 (centres undefined) | -2% | 0% | i | 2% | 5% | 23% | 0% | 8%
CN1CCN(S(=O)(=O)c2ccc(Nc3ccc(F)cc3)c([N+](=O)[O-])c2)CC1 | 0% | -3% | i | -16% | 0% | -1% | -19% | 6%
Cc1ccc(NC(=S)NNC(=O)c2ccco2)cc1 | -5% | 10% | i | -5% | -11% | -6% | 8% | 14%
O=C(NC1=NCCCCC1)c1cccc2ccccc12 | 0% | 0% | i | 0% | 16% | -6% | -7% | 8%
O=S(=O)(/N=C(/Nc1ccccn1)c1ccccc1)c1ccc(Cl)cc1 | 2% | -1% | i | 12% | -5% | 11% | 2% | 5%
CC(C)c1ccc(CNC(=O)C(=O)NCC2CCCO2)cc1 (centres undefined) | -2% | 2% | -5% | -2% | 13% | 17% | -8% | -7%
COC(=O)[C@]12CCCCC=C1N(Cc1ccccc1)C(=O)[C@H](CC(=O)N1CCSCC1)C2 | 16% | 3% | i | 1% | 19% | 13% | -4% | 7%
C=C(C)CNC(=S)N/N=C/c1ccccc1OCC(=O)O | -1% | -8% | i | 7% | 2% | -15% | -12% | 1%
O=C(NCc1ccccc1)c1cc[n+]([O-])cc1 | 2% | 9% | -4% | 0% | 4% | 1% | -15% | 12%
O=c1c2ccccc2nnn1CCc1ccccc1 | -6% | -4% | -37%[inhibitor] | -14% | ? | -10% | 6% | 2%
Cc1ccc(NC(=O)c2cccc(S(=O)(=O)N(C)c3ccccc3)c2)cc1S(=O)(=O)N1CCOCC1 | -2% | 14% | -23% | -7% | -10% | / | -18% | 9%
C=CCn1c(-c2cccn(Cc3ccc(Cl)cc3)c2=O)n[nH]c1=S | -3% | 6% | i | -6% | 0% | 17% | -11% | -14%
COc1cc(C2NC(=S)NC3=C2CCc2ccccc23)cc(OC)c1OC (centres undefined) | -2% | 2% | -11% | 2% | 4% | 19% | -7% | -8%
C[C@@H]1CN(C(=O)c2nc3ccc(Cl)cn3c2CN(C)CCc2cnn(C)c2)C[C@H](C)O1 | -3% | 0% | i | 1% | 8% | 17% | 1% | 6%
O=C(NCC1CCCO1)C1CC(c2ccc(Cl)c(Cl)c2)=NO1 (centres undefined) | 19% | 0% | -17% | 3% | -11% | 2% | 13% | 2%
CCc1cc2c(=O)c(-c3nc4ccccc4n3C)coc2c(CN2CCN(C)CC2)c1O | 8% | -1% | -12%[57.5 µM] | 3% | -3% | 4% | 9% | -4%
CC(C)N(C(=O)CN1CCN(S(=O)(=O)c2ccc(Br)s2)CC1)C(C)C | 0% | -7% | -36%[inhibitor] | -1% | -14% | / | 6% | 10%

The list continues.
SMILES | aSyn yeast inh | EPAC1 agonist | PTHR1 ag | EPAC2 antagonist | TDP-43 yeast inh | FUS suppressor | EPAC1 antagonist | EPAC2 agonist
CCOC(=O)C1=CCN(S(=O)(=O)c2ccccc2F)C1c1cccc(F)c1 (centres undefined) | 7% | -3% | -3% | ? | ? | 21% | -6% | 8%
CN1CCN(C(N)=NC(=O)c2ccccc2)CC1 | -7% | 4% | -4% | 8% | -29% | / | 2% | 5%
COc1ccc(CNc2nc3ccccc3n2CCN2CCOCC2)cc1 | -3% | -1% | i | -2% | -8% | 4% | -6% | -1%
COc1cc(Cc2ccc(N)c(OC)c2)ccc1N | -3% | -7% | i | 6% | -20% | 26% | -3% | 2%
Cn1c(=O)c2[nH]c(C3CCC3)nc2n(C)c1=O | -2% | 10% | 9% | 2% | 0% | / | 15% | 0%
O=c1c(C/C=C/c2ccccc2)c(O)ccn1Cc1cccc(Cl)c1 | 2% | 7% | -88%[inhibitor] | -4% | 18% | -28% | -23% | 5%
COc1ccc(S(=O)(=O)/N=C2/C=CC(=O)C(C)=C2C)cc1 | -4% | -2% | -39%[inhibitor] | 8% | 7% | 32% | 4% | 11%
COc1ccc(-n2nc3c(c2NC(=O)c2ccccc2)CS(=O)(=O)C3)cc1 | -6% | 9% | -4% | -4% | -1% | -27% | -10% | 3%
O=C1CC(c2ccc(S(=O)(=O)NCCOc3ccccc3)cc2)CN1 (centres undefined) | ? | -9% | i | 12% | -25% | 12% | 18% | 1%
Cc1nc(Cl)c(C(=O)NC(C)(C)C)c(C)c1Cl | -1% | -3% | -22% | 8% | 11% | 0% | -10% | 3%
Cc1ccc(Nc2nnc(SCC(O)=C(C#N)c3nc4ccccc4[nH]3)s2)c(C)c1 | -1% | -2% | -19% | 1% | -3% | ? | -18% | 2%
COc1ccccc1C(CNC(=O)c1oc2ccccc2c1C)N1CCCC1 (centres undefined) | 7% | 3% | i | -1% | 23% | / | 7% | 0%
O=C1Nc2cccnc2N(C(=O)CCl)c2ccccc21 | 0% | -6% | -18% | 3% | -4% | 18% | -14% | 1%
CCOC(=O)c1ccc(NC(=O)CNC(=O)c2ccccc2)cc1 | 1% | -4% | i | -1% | 14% | 26% | -7% | 1%
O=C(c1cccnc1)N1CCN(Cc2ccc3ccccc3c2)CC1 | 20% | 8% | -3% | 6% | 23% | -25% | -8% | 5%
O=C(CCCNS(=O)(=O)c1ccc(Cl)c(Cl)c1)NCCc1ccccn1 | 7% | 0% | i | 6% | 9% | -1% | 10% | 1%
C[C@H](NC(=O)OC(C)(C)C)C(=O)NCC1CCC(C(=O)O)CC1 (some centres undefined) | 2% | 6% | -22% | 4% | 1% | 4% | 3% | 3%
COc1cc(CCC(=O)OCC(=O)Nc2ccc(F)c(F)c2)cc(OC)c1OC | -1% | 1% | i | -4% | -7% | 6% | -13% | 12%
COc1cc(OC)cc(-c2c(C#Cc3ccsc3)c3cc(-c4ccc(C(N)=O)cc4)ccc3n2C)c1 | -3% | 6% | -13% | 15% | 8% | 43% | 0% | 2%
Cc1ccc(-n2c(SCC(=O)N3CCCCC3)nc(O)cc2=O)cc1 | -6% | 9% | -4% | 5% | -19% | ? | -4% | 5%
CCC1CC(C(=O)O)CC(=O)N1 (centres undefined) | 5% | 19% | i | 0% | 12% | -19% | -4% | 7%
COc1ccc(NC(=O)CN2C(=O)C3(SCC(=O)N3c3ccccc3)c3ccccc32)cc1Cl (centres undefined) | -9% | / | -42%[inhibitor] | / | 3% | -5% | / | /
Cc1ccc(S(=O)(=O)Nc2ccccc2CNc2ncc(Br)cc2Br)cc1 | 8% | 3% | -9% | 8% | 15% | / | -18% | 4%
CCCCN1c2ccccc2N(CCCO)c2cc(C)nnc21 | -24% | 12% | -11%[57.5 µM] | -4% | -22% | 19% | 0% | -1%
CN(C)S(=O)(=O)Oc1cccc(C(=O)Nc2ccc(Cl)c(Cl)c2)c1 | -2% | 4% | -15% | -20% | -45%[inhibitor] | -57% | ? | 5%

The listing continues.
SMILES | aSyn yeast inh | EPAC1 agonist | PTHR1 ag | EPAC2 antagonist | TDP-43 yeast inh | FUS suppressor | EPAC1 antagonist | EPAC2 agonist
Cc1cc2c(=O)n(C)c(SCC(=O)Nc3ccccc3)nc2s1 | -2% | -3% | -3% | -3% | 7% | -19% | -17% | -2%
Cn1c(=O)c2cc(S(=O)(=O)NC(C(=O)NC3CCCCC3)c3ccccc3)ccc2n(C)c1=O (centres undefined) | -1% | -2% | i | 10% | ? | 2% | -1% | -6%
COC(=O)CC1(c2ccc(OC)cc2)C(=O)c2ccccc2C1=O | 10% | 6% | i | 45µM* | -5% | -1% | 6% | 4%
COCCn1c(=S)[nH]c2cc(C(=O)N3CCN(C4CCCCC4)CC3)ccc2c1=O | -1% | 5% | i | 0% | 4% | -20% | 3% | 8%
COc1ccc2c(Cl)c(C(=O)N/N=C/c3c(C)[nH]c4ccccc34)sc2c1 | 9% | 3% | i | 5% | ? | ? | 33%[activator] | -8%
COc1ccc(CN(Cc2ccc(C(=O)O)cc2)C(=S)Nc2cccc(C)c2)cc1OC | -1% | -7% | ? | -11% | -18%[0.397 µM] | 28% | 3% | 4%
CSCCC(NC(=O)/C(=C/c1ccco1)NC(=O)c1ccc(Br)o1)C(=O)O (centres undefined) | 10% | 5% | i | -2% | 14% | -11% | 1% | -1%
CCCn1c(=O)[nH]c(=O)c2c1nc(-c1ccc3c(c1)OCCO3)n2CCN1CCOCC1 | -3% | -4% | i | -1% | -3% | -2% | -14% | 7%
COc1ccc(CN2C(=O)c3c(c(C)n(C)c3C)C2C(=O)NC2CCC(C)CC2)cc1 (centres undefined) | 1% | 3% | i | 1% | 1%[9.22 µM] | 39% | ? | 0%
CN(C(=O)c1cc(S(=O)(=O)N2CCCCC2)c[nH]1)C1CCCCC1 | -2% | 7% | -26% | -11% | 17% | -5% | -1% | 12%
Cc1occc1C(=O)N1CCCC(Nc2ccc(C(C)C)cc2)C1 (centres undefined) | -9% | 6% | -7% | -1% | 2% | / | -16% | -3%
COc1cccc(C2C(C#N)=C(N)Oc3cc(C)oc(=O)c32)c1OC (centres undefined) | 3% | 0% | i | 21% | -18% | 20% | -1% | 9%
FC(F)(F)C(F)(F)c1nnc2ccc(-n3ccnc3)nn12 | 3% | -7% | -3% | 18% | -23% | 7% | 2% | 1%
Cc1ccc2oc3c(SCc4nc5ccccc5[nH]4)nc(C)nc3c2c1 | / | -8% | i | 0% | / | ? | 5% | 14%

Source: PubChem (National Center for Advancing Translational Sciences (NCATS))
